ERp5 block: blocks human ERp5 reductase activity on insulin. Q15084. ERp5 insulin aggregation, absorbance 650 nm, 90 min. inhibition, % at 9.99 µM. 350,000 tested, 0.05% active. AID 651711;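 active = mean replicate inhibition above about 25%, with every replicate also reaching it, limit read from the data, passing the limit was not always enough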
Target sequence (Q15084 whole entry, looked up): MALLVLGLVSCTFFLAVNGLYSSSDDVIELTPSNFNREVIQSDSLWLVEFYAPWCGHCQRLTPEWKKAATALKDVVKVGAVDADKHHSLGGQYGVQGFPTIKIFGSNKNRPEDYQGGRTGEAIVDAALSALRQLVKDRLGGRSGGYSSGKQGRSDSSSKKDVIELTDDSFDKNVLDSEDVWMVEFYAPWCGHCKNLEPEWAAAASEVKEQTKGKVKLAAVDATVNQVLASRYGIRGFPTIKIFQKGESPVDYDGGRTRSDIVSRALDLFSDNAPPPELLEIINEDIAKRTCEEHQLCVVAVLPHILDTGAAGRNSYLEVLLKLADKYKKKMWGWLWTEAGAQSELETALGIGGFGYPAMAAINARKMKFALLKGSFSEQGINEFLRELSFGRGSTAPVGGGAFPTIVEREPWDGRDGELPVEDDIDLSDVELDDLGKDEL
C2C12 statin: protects C2C12 myotubes from simvastatin toxicity; ATP luminescence, 48 h; scaled: DMSO 0, geranylgeraniol control 100; AID 602340; rescue of ATP level, % at 7.49 µM; 330,000 tested, 0.78% active;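 active = mean ATP rescue above about 67%, or every replicate alone reaching that limit, limit read from the data, passing the limit was not always enough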;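 also: myotubes were challenged with 10 µM simvastatin during compound exposure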
SIRT5 inh: sirtuin-5 (human) deacylase inhibition; Q9NXA8; 330,000 tested, 1.1% active; inhibition, % at 15 µM; Purified SirT5, succinyl-peptide AMC, trypsin-coupled fluorescence; AID 652115; in the data active = inhibition above about 15%
Target sequence (Q9NXA8 whole entry, looked up): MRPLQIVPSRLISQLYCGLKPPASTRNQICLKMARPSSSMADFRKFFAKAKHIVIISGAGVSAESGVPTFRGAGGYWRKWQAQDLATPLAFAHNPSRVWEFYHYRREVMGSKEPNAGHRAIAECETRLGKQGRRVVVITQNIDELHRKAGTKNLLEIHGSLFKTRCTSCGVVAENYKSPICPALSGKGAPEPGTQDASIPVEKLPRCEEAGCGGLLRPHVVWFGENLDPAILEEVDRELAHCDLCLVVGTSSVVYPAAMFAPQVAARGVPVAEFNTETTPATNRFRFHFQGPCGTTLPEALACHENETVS
miR-122 sensor: miR-122 inhibition in Huh7 cells. Huh7 miR-122 Renilla luciferase sensor, 48 h; neutral wells = 0, positive control = 100. activation (reporter increase), % at 12.5 µM. 340,000 tested, 0.3% active. AID 602342;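 active = mean replicate activation score at least 90 and every replicate individually at or above 90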;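 also: higher luciferase means less miR-122 activity so hits act as miR-122 inhibitors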
ARNT-TACC3 inh: disrupts binding between human ARNT and TACC3 | AlphaScreen His-ARNT PAS-B/GST-TACC3 binding, luminescence; TACC3 fragment carries E629A point mutation | inhibition, % at 9.99 µM | 390,000 tested, 0.66% active;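 active = mean inhibition of replicates at least 50% and at least half of replicates each reaching 50%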;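 also: 0% = complete ARNT plus TACC3 wells and 100% = ARNT alone without TACC3; many hits fall short of the cut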
esBAF inh: SWI/SNF esBAF complex inhibition; mouse ES cells, Bmi1-luciferase knock-in reporter, 24 h; 100% = twice the neutral-well signal; reporter increase, % at 12.5 µM; 350,000 tested, 2% active; in the data active = activation above about 40%;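 also: 0% = median of the plate's neutral control wells and 100% = double that signal; a rise in the Bmi1 reporter signal indicates esBAF inhibition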
Cneo AK release: causes C. neoformans cell lysis. adenylate kinase release luminescence, 4 h; normalised: neutral wells 0, clomiphene wells 100. lysis activity, % at 15 µM. 360,000 tested, 0.2% active;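 active = mean lysis activity across replicates of at least 80%, whatever share of replicates individually reach that level; inactive = mean lysis activity below 80%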
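Test system: log-phase Cryptococcus neoformans yeast cells. Input: 5 × 10^6 yeast cells/mL. Medium: fresh YPD growth medium. Doses: single dose. Incubation: static 4 h at 37 °C with compound, 1 h detection. Measured by: luminescent adenylate kinase detection reagent. Read-out: signal increase indicating cell lysis. Benchmarks: Clomiphene.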
Numbers without * were called inactive; / = no result given; [ ] = remark or other dose.

SMILES	ERp5 block	C2C12 statin	SIRT5 inh	miR-122 sensor	ARNT-TACC3 inh	esBAF inh	Cneo AK release
CN1c2ccc(-c3cccc(C#N)c3)cc2[C@H]2[C@H](CCN2C(=O)NC2CCCCC2)[C@H]1CO	/	-12	/	6[16.7 µM]	-17	0	-12
COC(=O)c1c(NS(=O)(=O)c2ccc3ccccc3c2)sc2c1CCCC2	/	11	/	8	-5	3	4
COCC#Cc1ccc2c(c1)O[C@H](CN(C)C(=O)Nc1ccc(OC)cc1)[C@@H](C)CN([C@@H](C)CO)S2(=O)=O	-2	-45	-5	25[16.7 µM]	4	0	-1
CC[C@@H](C)[C@H](NC(=O)OCc1ccccc1)c1nnc([C@@H](NC(=O)OCc2ccccc2)[C@@H](C)CC)o1	-8	6	/	-1	10	-6	2
COc1ccccc1NC(=S)N1CCOCC1	2	/	-3	/	1	/	/
COc1cc(OC)c2nc(C)c3c(c2c1)N(c1ccc(O)cc1)CC3	/	11	/	21	5	-7	5
Cc1ccc2cc(CN(c3cccc(C)c3C)S(=O)(=O)c3ccccc3)c(=O)[nH]c2c1	6	-1	-3	1	-4	-1	0
Cc1noc(C)c1NC(=O)Nc1ccc2c(c1)C(=O)N([C@H](C)CO)C[C@H](C)[C@@H](CN(C)C(=O)CCCN(C)C)OCCCC[C@H](C)O2	-18	-14	-3	4[16.7 µM]	-4	-2	51
COC(=O)c1sc(=S)n(-c2cccc(Cl)c2)c1N	1	40	0	-1	-20	0	4
CCN1CCc2nc3ccccc3c(C(=O)Nc3ccc(F)cc3)c2C1	2	14	-3	2	-3	-6	1
CCNC(=S)N1CCN(S(=O)(=O)c2ccccc2C(F)(F)F)CC1	0	/	1	/	-11	/	/
Cc1cc(C)c(C(N)=O)c(NC(=O)Nc2ccccc2Cl)n1	/	10	/	2	2	31	-2
c1ccc(Cn2nnc3c(N4CCOCC4)ncnc32)cc1	3	1	/	-2	-19	-3	-1
CC(C)CCNC(=O)C1CC(=O)N(C2CCCC2)C1 (stereo not drawn)	/	4	/	-20	11	-1	8
CC(NC(=O)CSc1ncccc1C(=O)O)C1CC2CCC1C2 (stereo not drawn)	3	/	3	22	-4	/	1
COc1ccc(C(C)(O)c2nc(-c3ccoc3)cs2)cc1 (stereo not drawn)	0	-3	/	-2	/	-8	-1
Cc1cc(C)cc(NC(=O)N2CCCC2C(=O)NCc2ccco2)c1 (stereo not drawn)	2	/	-2	/	-5	/	/
COc1ccc(-c2nnc3n(CCc4ccccc4)c(=O)c4ccccc4n23)c(OC)c1	/	5	/	0	4	26	-4
O=C(NCCc1ccc(Cl)cc1)C1CCN(C(=O)c2sccc2-n2cccc2)CC1	/	-3	/	-5	2	-1	/
CN(C)CCCNC(=O)C[C@H]1CC[C@H](NS(=O)(=O)c2ccccc2)[C@@H](CO)O1	-7	-1	0	/	3	2	6
CCOC(=O)/C(C#N)=C/c1cn(CCOc2ccc(OC)cc2)c2ccccc12	-1	/	-2	/	4	/	/
CCOc1cccc2sc(Nc3nc4ccc(NC(C)=O)cc4s3)nc12	-11	0	-15	11	4	12	/
N=C1/C(=C\c2coc3ccccc3c2=O)C(=O)N=C2SC=CN12	0	/	2	19	34	/	-8
Cc1ccc(OCCC(=O)OC(C)C(=O)NC2CC2)cc1 (stereo not drawn)	-3	-4	-1	1	19	/	0
CN1CCN(NC(=O)NC2CCCCC2)CC1	10	-2	3	/	-4	-12	-1

Carrying on.
SMILES	ERp5 block	C2C12 statin	SIRT5 inh	miR-122 sensor	ARNT-TACC3 inh	esBAF inh	Cneo AK release
O=C1CCCc2c1nc(-c1ccc([N+](=O)[O-])cc1)n2O	1	/	-1	/	0	/	/
O=C(C1CCN(S(=O)(=O)c2cccs2)CC1)N1CCCC(C(F)(F)F)C1 (stereo not drawn)	-2	3	1	1	-5	2	3
CCc1ccccc1N(CC(=O)NCC1CCCO1)C(=O)CCC(=O)Nc1cc(C)on1 (stereo not drawn)	1	0	-3	-3	1	-2	-1
COCCCNC(=S)NNC(=S)Nc1ccc(F)cc1F	/	29	/	20	2	30	-2
CCOCCn1c(CC)nc2ccccc21	2	7	0	-1	-6	6	-1
COc1ccccc1/C=N/n1cnnc1	/	10	/	1	-3	7	0
O=C(NC1CCCC1)[C@H]1[C@H](CO)[C@H]2Cn3c(ccc(C4=CCCC4)c3=O)[C@@H]1N2C(=O)c1ccccc1	-5	-4	-12	/	8	1	0
CC1COc2ccccc2N1C(=O)c1ccc(F)cc1 (stereo not drawn)	3	-11	23*	-5	-6	0	1
O=C(Nc1c2c(nn1-c1ccc([N+](=O)[O-])cc1)CS(=O)(=O)C2)C1CC1	2	9	-2	0	-2	-5	0
C[C@@H]1CN([C@H](C)CO)C(=O)c2cc(-c3ccc(F)cc3)cnc2O[C@@H]1CN(C)C(=O)Cc1ccccc1	-1	-4	2	21[16.7 µM]	-22	-11	47
COc1ccc(NC(=O)N(C)C[C@H]2Oc3c(NC(=O)C4CCOCC4)cccc3C(=O)N([C@@H](C)CO)C[C@@H]2C)cc1	-1	33	3	70[16.7 µM]	9	-4	-2
CCn1c(=O)[nH]c2ccccc2c1=O	/	3	/	-4	0	-11	-3
N#C/C(=C\c1ccccc1)C(=O)N(c1ccccn1)C1CCCCC1	/	/	/	0	-1	/	0
CCC(=O)Nc1ccc2c(c1)OCCO2	/	-15	/	-5	1	-6	-2
Cc1ccc(S(=O)(=O)N(CC(=O)NCc2cccnc2)c2ccc(F)cc2)cc1	9	-62	10	8	-1	8	1
CC(C)c1nnc(NC(=O)CCC(=O)NCCc2ccccc2)s1	-4	/	-2	/	-11	/	/
CCCC#Cc1ccc([C@H]2[C@H](CO)N3CCCCN(C(=O)c4ccc5c(c4)OCO5)C[C@@H]23)cc1	-6	/	2	5[16.7 µM]	6	/	0
CC1CCC(C(C)C)C(OC(=O)CSc2nnc(N)s2)C1 (stereo not drawn)	/	-15	/	-3	-2	-8	-2
Cc1c(O)ccc2c3c(c(=O)oc12)CCC(C)C3 (stereo not drawn)	/	-6	/	-6	0	10	-2
C[C@@H]1CN([C@@H](C)CO)C(=O)Cc2cc(NC(=O)C3CCCCC3)ccc2O[C@@H]1CN(C)Cc1ccc(-c2ccccc2)cc1	10	-134	6	-16[16.7 µM]	-10	-1	0
CCCCc1c(O)nc(SCC(=O)N2CCOCC2)n(-c2ccc(C)cc2)c1=O	0	-6	2	-1	/	-4	-1
CN(c1ccc(C(=O)Nc2nccs2)cc1)S(=O)(=O)c1ccccc1	/	-6	/	6	21	32	1
Cc1ccccc1CNCc1cccnc1	/	1	/	5	-1	-2	/
CCNC(=O)C[C@H]1CC[C@@H]2[C@@H](COc3ccc(NC(=O)Nc4ccccc4F)cc3C(=O)N2C)O1	-3	7	-3	-3[16.7 µM]	-9	-3	0
C/C(=C\C(=O)c1ccc(Br)cc1)NCc1ccc(C)cc1	/	8	/	3	-2	9	9

More entries.
SMILES	ERp5 block	C2C12 statin	SIRT5 inh	miR-122 sensor	ARNT-TACC3 inh	esBAF inh	Cneo AK release
Cc1cccc(NC(=S)NNC(=O)c2cccc([N+](=O)[O-])c2)c1	2	/	-2	-9	2	/	-5
CN(C)c1ccc(-c2nn3c(-c4ccc(Cl)cc4)nnc3s2)cc1	/	10	/	-5	-3	4	-2
CCCN1CCC(NC(=O)Nc2cc(Cl)ccc2OC)CC1	-2	-8	-3	-4	1	-15	/
CCCCC(=O)Nc1ccc(C(=O)NNC(=S)NC(=O)c2ccccc2[N+](=O)[O-])cc1	0	-13	7	0	10	-1	3
Cc1ccc(NS(=O)(=O)c2cn(C)c(=O)n(C)c2=O)cc1C	-12	-3	0	3	-3	-2	2
COc1ccc(OCc2cc(C(=O)NC(C)Cc3cnccn3)no2)c(Cl)c1 (stereo not drawn)	3	-2	-2	/	11	61*	17
Cc1ccc(N(C(=O)c2sc(C)nc2C)C(C(=O)NC(C)(C)C)c2ccncc2)cc1 (stereo not drawn)	-1	/	-3	/	-3	/	/
Cc1ccc(C)c(NC(=O)c2cc([N+](=O)[O-])cc([N+](=O)[O-])c2)c1	5	6	2	4	14	2	-8
O=c1c2c(C(F)(F)F)cc(C(F)(F)F)nc2[nH]n1-c1ccccc1	4	10	2	1	-9	-5	-2
C[C@H](CO)N1C[C@H](C)[C@H](CN(C)C(=O)Cc2ccccc2)OCCCC[C@H](C)Oc2ccc(NC(=O)c3ccccc3)cc2C1=O	9	/	6	-9[16.7 µM]	-12	5	2
CCC(CO)Oc1cc(NC(=O)c2ccccc2[N+](=O)[O-])c2ncn(C(C)C)c2c1 (stereo not drawn)	1	11	1	1	3	-2	0
C[C@H]1CN([C@@H](C)CO)C(=O)c2cccc(NC(=O)C3CCOCC3)c2O[C@@H]1CN(C)S(=O)(=O)c1ccccc1	-2	-4	-1	2[16.7 µM]	-15	-1	52
CCCNC(=O)[C@@H]1[C@@H](CO)[C@@H]2Cn3c(cccc3=O)[C@H]1N2S(=O)(=O)c1ccccc1C	-6	12	1	6[16.7 µM]	-1	-7	-10
C[C@@H]1CN([C@@H](C)CO)C(=O)c2cc(-c3ccc(F)cc3)cnc2O[C@@H]1CN(C)C(=O)NC1CCCC1	-8	28	4	-15[16.7 µM]	-12	1	7
O=C(Cc1ccccc1)NCC(=O)N1CCN(c2ccccc2)CC1	11	-3	-3	/	-8	-4	-1
C[C@H]1CN([C@@H](C)CO)C(=O)c2cccc(NC(=O)C3CCOCC3)c2O[C@@H]1CN(C)CC1CC1	-3	0	-4	13[16.7 µM]	3	1	-55
O=C(CN1C(=O)NC2(CCc3ccccc32)C1=O)c1c[nH]c2ccccc12 (stereo not drawn)	2	-34	3	/	0	-2	-4
COc1ccc(/C=N\NC(=O)c2cc(O)c(O)c(O)c2)cc1CN1CCN(c2ccc(F)cc2)CC1	/	/	/	-4	15	/	-11
Nc1nc(N)c2c(n1)CN(Cc1ccc(Cl)cc1)C2	-4	12	/	/	/	1	-3
CCc1ccccc1NC(=O)CN(C)C(=O)Cn1cc(C(F)(F)F)cc(Cl)c1=O	3	/	1	/	15	/	/
CC1(c2ccc(Cl)cc2)NC(=O)N(CC(=O)NC(=O)NCc2ccco2)C1=O (stereo not drawn)	/	-20	/	/	2	-11	0
O=c1c(S(=O)(=O)c2ccc(Cl)cc2)cn(Cc2ccccc2F)c2ccc(F)cc12	-1	/	-1	/	-9	/	/
CCCCn1c(SCC(=O)NC(C)CC)nc2ccc(N3CCOCC3)cc2c1=O (stereo not drawn)	/	-2	/	16	-3	1	-6
C=CCn1c(SCC(=O)c2cc(C)n(CC3CCCO3)c2C)nnc1-c1ccccc1 (stereo not drawn)	/	-13	/	-22	2	0	1
CNC[C@H]1Oc2cc(-c3ccccc3F)ccc2S(=O)(=O)N([C@H](C)CO)C[C@H]1C	7	7	-8	-1[16.7 µM]	/	0	-3
COc1ccc(CN(C)C[C@@H]2OCCCC[C@H](C)Oc3ccc(NC(=O)NC4CCCCC4)cc3C(=O)N([C@@H](C)CO)C[C@@H]2C)cc1	1	/	-1	-2[16.7 µM]	9	0	3
Cc1cc(-n2c(C)cc(C(=O)CSc3nncn3C)c2C)no1	8	-4	0	1	-1	/	-1
Cc1ccc(/C=N/N2CCN(Cc3ccccc3)CC2)s1	/	6	/	-2	24	33	1
O=S(=O)(O)c1cnccc1Nc1cccc(C(F)(F)F)c1	-3	1	-1	-1	3	-2	4

Full records, looked up by structure. Values in the order: ERp5 block, C2C12 statin, SIRT5 inh, miR-122 sensor, ARNT-TACC3 inh, esBAF inh, Cneo AK release
COc1ccc(/C=N\NC(=O)c2cc(O)c(O)c(O)c2)cc1CN1CCN(c2ccc(F)cc2)CC1 is listed with /, /, /, -4, 15, /, -11
CNC[C@H]1Oc2cc(-c3ccccc3F)ccc2S(=O)(=O)N([C@H](C)CO)C[C@H]1C is listed with 7, 7, -8, -1[16.7 µM], /, 0, -3
Cc1cccc(NC(=S)NNC(=O)c2cccc([N+](=O)[O-])c2)c1 is listed with 2, /, -2, -9, 2, /, -5
O=C(CN1C(=O)NC2(CCc3ccccc32)C1=O)c1c[nH]c2ccccc12 (stereo not drawn) is listed with 2, -34, 3, /, 0, -2, -4
CCCCC(=O)Nc1ccc(C(=O)NNC(=S)NC(=O)c2ccccc2[N+](=O)[O-])cc1 is listed with 0, -13, 7, 0, 10, -1, 3
